Compound activity from PubChem.
mcGAS MS inh: mouse cGAS inhibition by mass spec; Q8C6L5; recombinant mouse cGAS, cGAMP by RapidFire MS; inhibition, % at 12.5 µM; 130,000 compounds, 0.18% hits; AID 1259397;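 active = inhibition of cGAS enzyme activity at or above 60%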;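 note: enzyme stimulated by 45 bp dsDNA with ATP and GTP substrates; cGAMP share of summed cGAMP plus half ATP and half GTP signals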
Target sequence (Q8C6L5 whole entry, looked up): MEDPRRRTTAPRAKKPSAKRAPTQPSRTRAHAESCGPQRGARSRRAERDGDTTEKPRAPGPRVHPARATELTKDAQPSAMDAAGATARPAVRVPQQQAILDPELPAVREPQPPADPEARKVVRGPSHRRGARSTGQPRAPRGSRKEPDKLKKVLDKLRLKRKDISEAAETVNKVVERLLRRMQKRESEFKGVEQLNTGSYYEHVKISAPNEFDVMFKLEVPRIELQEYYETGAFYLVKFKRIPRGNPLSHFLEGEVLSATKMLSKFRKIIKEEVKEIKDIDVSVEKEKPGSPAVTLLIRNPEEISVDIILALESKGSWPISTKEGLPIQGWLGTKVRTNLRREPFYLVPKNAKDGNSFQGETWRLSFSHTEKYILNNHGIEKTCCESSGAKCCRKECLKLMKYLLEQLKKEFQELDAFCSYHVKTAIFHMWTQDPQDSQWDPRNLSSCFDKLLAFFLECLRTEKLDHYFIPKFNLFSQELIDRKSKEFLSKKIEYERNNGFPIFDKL
Numbers without * were called inactive; & = joins results of further samples. A portion of the library (hit frequency here may not be typical).

SMILES	mcGAS MS inh
Cn1cc([C@@H]2C[C@H]3CN(Cc4cccc(Cl)c4)C(=O)[C@]34CCCN24)c(-c2ccccc2)n1	-3.6
CC1(CCc2ccccc2)NC(=O)N(CCOc2cccc(Cl)c2)C1=O (configuration not stated)	2.1
CN(Cc1cc(C(C)(C)C)n[nH]1)C(=O)Cc1ccc2c(c1)NC(=O)CO2	-17.2
CC(=O)c1cc(C(C)=O)c(O)cc1O	-3.9
CC(C(=O)O)c1ccc(C(=O)c2ccccc2)s1 (configuration not stated)	8.2
CC(C)c1cc(N(C)C(=O)COc2ccccc2C(C)(C)C)n[nH]1	-18.4
CC(C#N)(Cc1ccccc1)Nc1ccccc1 (configuration not stated)	-4.3
O=C1C2CN3CCN(C2)CC1(Cc1ccccc1)C3	-6.3

Structures above that contain nitrogen in an aromatic ring:
SMILES	mcGAS MS inh
Cn1cc([C@@H]2C[C@H]3CN(Cc4cccc(Cl)c4)C(=O)[C@]34CCCN24)c(-c2ccccc2)n1	-3.6
CN(Cc1cc(C(C)(C)C)n[nH]1)C(=O)Cc1ccc2c(c1)NC(=O)CO2	-17.2
CC(C)c1cc(N(C)C(=O)COc2ccccc2C(C)(C)C)n[nH]1	-18.4

Additional entries
SMILES	mcGAS MS inh
C=CCn1c(SCc2cscn2)nnc1C1CCS(=O)(=O)C1 (configuration not stated)	-2.7
Clc1cccc(Oc2cc(Cl)ncn2)c1	-4.5
O=C(Nc1c2c(nn1-c1ccccc1)CS(=O)C2)C12CC3CC(CC(C3)C1)C2 (configuration not stated)	-6.8
Cc1noc(C)c1CSCC(=O)OC(C)C(=O)N1CCNC1=O (configuration not stated)	5.0
CC1=NNC(=O)C1CCNc1cc(C)nc2nc(C(F)(F)F)nn12 (configuration not stated)	5.4
COCCCN(Cc1ccc(C(O)(c2ccccc2)c2ccccc2)o1)Cc1ccccc1F	-1.2
Cc1[nH]c2ccccc2c1C(=O)CN1C(=O)NC2(CCCCCCC2)C1=O	-6.9
CCOCCn1ncc(N2CCOC(CCN)C2)cc1=O (configuration not stated)	3.8
Cc1cc(C)c(NC(=O)CNc2cc(=O)n3ccccc3n2)c(C)c1	-16.9
Cc1nnc(N2CCCC(C(N)=O)C2)s1 (configuration not stated)	-3.3
Cc1ccc(NC(=O)COc2cc(C)c(C)nn2)cc1	-2.4
N#CC1C(=N)Oc2n[nH]c(-c3ccc4c(c3)OCO4)c2C1c1ccc2c(c1)OCO2 (configuration not stated)	-11.0
O=C1CC2(CCCCCC2)C(=O)N1c1ccccc1Cl	-2.4
COC(=O)C(OC(=O)c1cccc(CS(C)(=O)=O)c1)c1ccccc1 (configuration not stated)	-13.0
N#CC(NC(=O)Cc1cccs1)c1cccc(Br)c1 (configuration not stated)	-12.2
COc1ccc2c(c1)c(CC(=O)O)c(C)n2C(=O)c1ccc(Cl)cc1	0.1&9.2
CN1c2ccccc2-c2nc3ccccc3n2C1c1ccncc1 (configuration not stated)	-23.6
O=C(CC(c1cccc(Cl)c1)c1ccccc1O)N1CCC(CO)CC1 (configuration not stated)	-2.3
Cn1ccc2c(-c3cc(N4CCCCC4)ncn3)ccnc21	-4.6
COc1ccccc1/C=C/CN1CCNC(=O)C1CC(=O)NCCOc1cccnc1 (configuration not stated)	-3.6
CCCc1ccc(C(=O)N2CCCC(N(C)C)CC2)cc1 (configuration not stated)	-24.7
O=C(Cn1c(C2CC2)nc2ccccc21)NCCCOC1CCOC1 (configuration not stated)	-7.4
CCc1ncc(C(=O)NC(Cn2cccn2)c2ccccc2)cn1 (configuration not stated)	-19.3
CC(=O)Oc1c(C)cc(CN2CCCC2c2c(C)noc2C)cc1C (configuration not stated)	-8.7
O=C(NCc1ccccc1C(F)(F)F)C1CCC(=O)N(CCCc2ccccc2)C1 (configuration not stated)	0.7
CCSc1nc2ccc(-n3cnnc3)cc2o1	16.5
O=C1N/C(=C/C(=O)N2CCC3(CCNC3=O)CC2)c2ccccc21	-1.4
CC1CCN(C(=O)Nc2cccc([N+](=O)[O-])c2)CC1	-3.5
Cc1cc(NC(=O)c2ccc(S(=O)(=O)N(C)C3CCCCC3)cc2)n(C)n1	-8.7
COc1ccc(CCN(C)C(=O)c2ccc(C(F)(F)F)c(F)c2)cc1OC	5.0
C1=CCC(c2nc(Cc3cccnc3)no2)CC1 (configuration not stated)	7.1
Cc1cn2c3c(=O)n(C)c(=O)n(C)c3nc2n1CCN1CCC(Cc2ccccc2)CC1	-8.0
CCc1csc(CNC(=O)c2ccc(N(C)C3CCOC3)nc2)n1 (configuration not stated)	8.9
CCC(C)NC(=O)C1CSCN1C(=O)c1ccc(OCC(F)(F)F)nc1 (configuration not stated)	-3.9
Cc1nonc1C1CCCN1CCC(=O)Nc1nnc(C2CC2)s1 (configuration not stated)	-17.4
CCN(Cc1ccc(Br)s1)C(=O)C(C)n1c(=O)oc2ccccc21 (configuration not stated)	-2.9
O=C1CN(/N=C\c2ccc(-c3ccc(Cl)c(Cl)c3)o2)C(=O)N1	39.4
CCSc1nnnn1-c1ccc2c(c1)OCO2	-1.2
CC(C)=CCCC(C)CN(C)CCN(C)C (configuration not stated)	-2.0
CC(C)N1C(=O)CC(Nc2cccc3cccc(N)c23)C1=O (configuration not stated)	-9.8
COc1ccccc1CC(=O)N1CC(C)Oc2cc(C)ccc21 (configuration not stated)	-6.1
OCCC1CN(Cc2ccc(Cl)cc2)CCN1Cc1ccccc1F (configuration not stated)	-5.2
C=CCNC(=O)c1cccnc1N1CCc2nc(C)n(C)c(=O)c2CC1	4.0
O=C(CN1CCN(S(=O)(=O)N2CCCCCC2)CC1)Nc1ccc2ccccc2c1	-0.3
O=C(COc1ccc(F)cc1)Nc1ccc2c(c1)OCCCO2	-1.0
CN(C(=O)CSc1nnc(-c2ccco2)n1C)C1CCCCC1	-5.1
Cc1cccc(C(NC(=O)C(=O)Nc2cc(C)on2)c2cccs2)c1 (configuration not stated)	-4.7
CCC(=O)N1CCCN(c2cncc(Cl)n2)CC1	1.8
N#C/C(=C\c1ccc(-c2ccc([N+](=O)[O-])cc2Cl)o1)c1nc2ccccc2c(=O)[nH]1	-7.0
O=C(CC1C=CCC1)NS(=O)(=O)c1cccc(F)c1 (configuration not stated)	3.7
O=C1CCCCCN1CCCNCc1cnc(-c2cccnc2)s1	-17.1
O=C1COc2ccc(NC(=O)C3CC(=O)N(c4cccc(Cl)c4)C3)cc2N1 (configuration not stated)	3.1
Cc1ncc(=C2N=NNN2c2ccccc2)c(=CN(C)C)n1	-6.8
O=C(Nn1cnc2c(cnn2-c2ccccc2)c1=O)c1ccc(Cl)c([N+](=O)[O-])c1	-6.6
Cc1csc(/C(C#N)=C/c2cc(C)n(C3CC3)c2C)n1	-9.3
O=C(c1ccc2c(c1)OCO2)N1CCN(C(C(=O)N2CCc3ccccc3C2)C2CCCC2)CC1 (configuration not stated)	-4.9

(list continues)
SMILES	mcGAS MS inh
O=C(c1cc2sccc2[nH]1)N1CCn2cncc2C1	-16.7
COc1cc(Br)c(CC(=O)NC(c2ccccc2)c2nccn2C)cc1OC (configuration not stated)	-0.1
CC1ON=C(c2ccccc2F)N(C/C=C/c2ccccc2)C1=O (configuration not stated)	-4.2
CC(CNC(=O)c1cc(NC=O)cc2nc(Cc3ccccc3)n(C)c12)Oc1cccnc1 (configuration not stated)	-8.6
CN1CC2(CCCN(Cc3nc4ccccc4s3)CC2)OC1=O (configuration not stated)	-6.2
COCC1(C(=O)N2CCC2c2ccc(F)cc2)CCC1 (configuration not stated)	-8.4
OCC1(Cc2cccc(F)c2)CCN(Cc2nc(-c3ccccc3)cs2)CC1	-7.3
O=C(NCc1ccc(Cl)s1)c1cc(COc2cccc(C(F)(F)F)c2)on1	-1.1
CCc1oc(C(=O)N2CC=CC2CC)cc1CN1CCCC1 (configuration not stated)	-8.2
COC(=O)c1ccc(S(=O)(=O)Nc2ccc(OC3CCCC3)cc2)cc1	-10.8
CCn1c(C2CCN(C(=O)C3(C)CCCO3)CC2)n[nH]c1=O (configuration not stated)	-6.0
Cn1c(C(F)(F)F)ccc(NC(=O)c2ccc(Oc3ccccc3)cc2)c1=O	-4.1
Cc1nn(-c2ccccc2)c(Cl)c1C(=O)Nc1ccccc1I	-4.3
CCCCNC(=O)C1CN(S(=O)(=O)c2ccccc2)CC1c1cccc(F)c1 (configuration not stated)	-5.7
CSC(=S)OCC12CC3CC(CC(C3)C1)C2	-32.1
Cc1ccc(Nc2nc(C)c([N+](=O)[O-])c(N3CCOCC3)n2)c(C)c1	-5.2
CN(CCOc1ccccc1)C(=O)c1cn(Cc2ccccc2F)nn1	-4.4
Cc1ccc2[nH]cc(-c3cccc(N)n3)c2c1	-2.4
O=C1CC(NC2CCCC2)C(=O)N1c1ccc(Br)cc1 (configuration not stated)	-4.7
O=S(=O)(NCc1ccc2c(c1)OCO2)c1ccc(F)c(C(F)(F)F)c1	-0.6
COc1ccc(N=CC2=CN(Cc3ccccc3)C=C(C#N)C2)cc1	6.6
Cc1ccc2cc(CCNC(=O)CCC3CCCCC3)c(=O)[nH]c2c1C	-6.3
C=CCn1c(SCC(=O)OCc2ccccc2)nc2c1c(=O)n(C)c(=O)n2C	-8.4
Cc1cc(C)n(CC(C)NC(=O)Cn2nnnc2CN2CCCC2)n1 (configuration not stated)	-2.1&7.0

Sorted by value in mcGAS MS inh (ascending): 7 of the compounds above
Structure | mcGAS MS inh
C=CCn1c(SCC(=O)OCc2ccccc2)nc2c1c(=O)n(C)c(=O)n2C | -8.4
Cc1ccc2cc(CCNC(=O)CCC3CCCCC3)c(=O)[nH]c2c1C | -6.3
O=C1CC(NC2CCCC2)C(=O)N1c1ccc(Br)cc1 (configuration not stated) | -4.7
CN(CCOc1ccccc1)C(=O)c1cn(Cc2ccccc2F)nn1 | -4.4
Cc1ccc2[nH]cc(-c3cccc(N)n3)c2c1 | -2.4
O=S(=O)(NCc1ccc2c(c1)OCO2)c1ccc(F)c(C(F)(F)F)c1 | -0.6
COc1ccc(N=CC2=CN(Cc3ccccc3)C=C(C#N)C2)cc1 | 6.6

Next records follow.
SMILES	mcGAS MS inh
NC(=O)c1c(NC(=O)CN2CCCCCC2)sc2c1CCCC2	-16.0
CCNS(=O)(=O)c1cccc(C(=O)Nc2cc(Cl)cc(Br)c2OC)c1	0.9
O=C(NCCN1C(=O)SC(=Cc2ccc(Cl)c(Cl)c2)C1=O)c1ccco1	12.1
CN(CCCN1CCOCC1)Cc1nc(-c2cccs2)no1	-6.9
CC(C)c1ccc(Nc2ncnc3[nH]ncc23)cc1	-5.2
FC(F)Oc1ccc(C2CC(c3ccc(Cl)cc3)=Nc3ncnn32)cc1 (configuration not stated)	-7.3
Cc1ccc(NC(=S)N2CCn3cccc3C2c2ccncc2)cc1 (configuration not stated)	-1.1
COc1ccc(Nc2cc(C)nc(N3CCN(C(=O)CCc4ccccc4)CC3)n2)cc1	-5.7
Cc1cc(C)nc(Nc2ncn[nH]2)n1	0.8
CCCNC(=O)c1sccc1S(=O)(=O)NCc1cccs1	-20.9
CC(C)N(CC(=O)N(C)CCC#N)Cc1cccc(Cl)c1	15.8
COc1cccc(C(C)N2CCC(Cc3cnn(C)c3)C2)c1 (configuration not stated)	-5.0
COc1ncc(CN(C)C(C)c2cccnc2)cn1 (configuration not stated)	-17.8
CCc1cc(CN(C)C2CCC3(CC2)CCN(C(=O)N(C)C)CC3)on1	-37.8
CN(Cc1cnc(N2CCOCC2)nc1)CC1Cc2ccccc2CN1C (configuration not stated)	-7.6
CN(C(=O)CCN1C(=O)CCC1=O)c1ccccc1	-1.9
CC(Oc1cccc(Br)c1)C(=O)NCCNC(=O)c1nc(Cn2cc(Cl)cn2)no1 (configuration not stated)	-7.9
COc1ccc(N2CCN(Cc3ccc4nonc4c3)C(C)C2)cc1 (configuration not stated)	-13.3
O=C(c1ccco1)N1CCN(c2nc(CN3CCSCC3)nc3ccccc23)CC1	-9.2
O=C(O)c1ccccc1CN1CCC(C(O)c2cccs2)CC1 (configuration not stated)	6.0
COC(=O)Cc1[nH]n(-c2nc3ccccc3s2)c(=O)c1C(C)=NCCc1ccc(OC)cc1	-17.6
O=C(Cc1ccccc1)Nc1ccnn1C1CCN(Cc2ccc3cc(F)ccc3n2)CC1	-1.5
O=C(CS(=O)(=O)Cc1cccc(Br)c1)Nc1cn[nH]c1	-2.2
Cc1[nH]c2ccccc2c1C=NNc1nc2ccccc2[nH]1	-3.1
CCCCCCn1c(=O)[nH]c2c(c1=O)CCC2	-12.4
O=c1c2cnc3ncnn3c2ccn1Cc1ccccc1	-10.3
O=C(NCCN1CCNC1=O)c1ccc2nc(Cc3cccc(Cl)c3)oc2c1	-4.6
CN1CCN(S(=O)(=O)c2cc(Br)cnc2N)CC1	-8.0
CCCSc1ncc(C2CC(=O)Nc3n[nH]c(CCC)c32)cn1 (configuration not stated)	7.6
CS(=O)(=O)c1ccccc1C(=O)OCc1cccc(Cl)c1	-11.6
O=C(NCCC(=O)N1CCCC2CCCCC21)c1ccccc1 (configuration not stated)	-4.4
CCc1ccc(Cl)c(CC)c1NC(=O)C1CCOCC1	-16.0
CC1(C(=O)NCc2ccccc2Br)CCN1CCc1ccccc1 (configuration not stated)	-11.7
CCc1ccc(C(C)(C)C(=O)O)cc1	1.7
O=C(c1ccc(Br)cc1)N1CCCC(OCc2cccc(C(F)(F)F)c2)C1 (configuration not stated)	-5.0
CC(C)(C)c1nnc(SCc2ccccc2)n(N)c1=O	-4.5
C=C(Br)CN(C)C(C)(C)CO	1.1
CCc1nccn1CCC(=O)Nc1ccc(NC(=O)c2coc(C)c2)cc1	-31.0
COc1ccc2c(c1)CC(NC1CCN(S(C)(=O)=O)CC1)CC2 (configuration not stated)	-26.5
